EPAC2 agonist: EPAC2 (human) agonism | Q8WZA2 | EPAC2 activation, biochemical qHTS; response scale: 100% = 6.5 mM cAMP response | Potency, µM (top dose mostly 154 µM), for the others: top-dose activation, hits mostly activators | actives 0.079% (n = 360,000) | AID 720711; further: potency means the concentration at half of the fitted maximal effect; nearly all actives have a fitted effect of over 50% in size
Target sequence (Q8WZA2 whole entry, looked up): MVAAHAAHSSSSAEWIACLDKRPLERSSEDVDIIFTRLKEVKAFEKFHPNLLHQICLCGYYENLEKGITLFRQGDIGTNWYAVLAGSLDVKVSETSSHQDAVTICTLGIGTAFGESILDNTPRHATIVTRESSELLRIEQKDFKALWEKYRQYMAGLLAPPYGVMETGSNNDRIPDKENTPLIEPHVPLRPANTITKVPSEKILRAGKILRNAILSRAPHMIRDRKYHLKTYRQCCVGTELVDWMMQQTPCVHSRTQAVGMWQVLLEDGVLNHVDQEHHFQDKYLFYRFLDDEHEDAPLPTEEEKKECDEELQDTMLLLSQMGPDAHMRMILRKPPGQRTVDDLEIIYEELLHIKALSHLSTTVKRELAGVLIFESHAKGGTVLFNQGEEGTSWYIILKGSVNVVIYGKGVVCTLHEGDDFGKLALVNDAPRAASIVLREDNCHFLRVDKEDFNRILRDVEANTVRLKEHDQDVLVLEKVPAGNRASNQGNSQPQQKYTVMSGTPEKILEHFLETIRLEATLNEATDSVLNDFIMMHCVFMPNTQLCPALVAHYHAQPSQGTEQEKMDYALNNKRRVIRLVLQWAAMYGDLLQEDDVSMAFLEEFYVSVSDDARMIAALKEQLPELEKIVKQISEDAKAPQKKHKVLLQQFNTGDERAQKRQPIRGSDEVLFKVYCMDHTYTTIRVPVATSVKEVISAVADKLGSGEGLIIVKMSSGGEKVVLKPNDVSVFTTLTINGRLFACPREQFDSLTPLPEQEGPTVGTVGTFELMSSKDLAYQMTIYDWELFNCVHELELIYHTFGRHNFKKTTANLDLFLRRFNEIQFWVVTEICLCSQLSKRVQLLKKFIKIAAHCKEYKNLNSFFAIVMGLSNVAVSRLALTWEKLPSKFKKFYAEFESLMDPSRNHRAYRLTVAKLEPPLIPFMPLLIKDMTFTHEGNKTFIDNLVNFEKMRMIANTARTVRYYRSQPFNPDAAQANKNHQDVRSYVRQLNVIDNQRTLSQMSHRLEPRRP
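EPAC2 (100 nM) mixed with Rap1B loaded with BODIPY-GDP (250 nM) plus 50 uM unlabeled GDP; compounds pinned in, 5 min RT, then read every 5 min for 30 min (ex 480, em 540 nm). Normalized to cAMP control.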
Nrf2 ARE act: activators of Nrf2 (ARE) signaling | actives 0.31% (n = 410,000) | AID 624171 | Potency, µM (doses to about 46.1 µM), inactives show at the top dose activation, actives largely listed as activators | AREc32 ARE-luciferase reporter (MCF7-derived line), luminescence, 24 h; further: potency means the concentration at half of the fitted maximal effect; % of control where 0% means no effect; nearly all actives have a fitted effect of over 65% in size
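ARE-driven firefly luciferase activity in AREc32 cells measured after a 24 hr compound exposure at 37 deg C, using Steady-Glo reagent and a 30 min room-temperature hold.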
pAkt inh: blocks phosphorylation of Akt. actives 0.32% (n = 360,000). activity change, % for hits at 50 µM. AID 651550. Neuro2A IGF-stimulated pAkt S473 HTRF, 20 min; active compounds read low; in the data active means activity change below about -80%; inconclusive means mostly about -51% to -80%; further: on the % scale 0 is the no-effect control and ±100 the full control effect
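Single-point screen (50 µM final compound) in Neuro2A cells stimulated 20 min with 6 nM IGF at 37 deg C. After lysis, Ser473-phosphorylated Akt read by HTRF (ex 330 nm, em 615/665 nm) as the 665/615 ratio.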
Nrf2 inh: inhibitors of Nrf2 signaling. A549 ARE-Fluc reporter, luciferase luminescence, 18-24 h. Potency, µM (highest dose often 46 µM), for inactives: at the highest dose activity change, negative = inhibition, hits mostly inhibitors. actives 2.1% (n = 360,000). AID 504444; further: potency means the concentration at half of the fitted maximal effect; on the % scale 0 is the no-effect control and ±100 the full control effect; nearly all actives have a fitted effect of over 60% in size
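Reporter: ARE-Fluc in A549. Exposure: 18-24 h, 37 °C, 5% CO2, 5% FBS OPTI-MEM. Readouts: fluorescent cytotoxicity (CellTiter-Fluor), then luminescent Nrf2 signal after BugLite.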
A549 tox: kills or reduces viability of A549 cells in Nrf2 counter-screen; A549 ARE-Fluc cells, CellTiter-Fluor viability, 18-24 h; Potency, µM (top dose mostly 46 µM), for the others: at the top dose activity change, negative = cytotoxicity, hits mostly inhibitors; actives 0.16% (n = 390,000); further: potency means the concentration at half of the fitted maximal effect; on the % scale 0 is the no-effect control and ±100 the full control effect
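A549 ARE-Fluc cells in 5% FBS OPTI-MEM, 5000 cells/well, rested 2 h then exposed to compounds in concentration-response for 18-24 h at 37 °C. Viability by CellTiter-Fluor fluorescence (Ex 405/Em 525) after 30 min; luciferase luminescence (BugLite, 15 min, RT) read afterwards.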
MmCpn inh: inhibitors of Methanococcus maripaludis chaperonin (MmCpn); purified Mm-Cpn ATPase, ADP Transcreener TR-FRET; Potency, µM (highest dose often 76.9 µM), inactives show top-dose activity, negative = inhibition, hits mostly inhibitors; actives 0.031% (n = 330,000); further: potency means the concentration at half of the fitted maximal effect; on the % scale 0 is the no-effect control and ±100 the full control effect; nearly all actives have a fitted effect of over 80% in size
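ATP (10 uM final) was added to archaeal chaperonin (25 nM final) after 10 min exposure to test compound at 37°C; after 30 min further incubation, ADP was detected by competitive TR-FRET.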
TGFb inhibitor: TGF-b pathway inhibition. HepG2 CAGA-GFP TGF-b/SMAD3 reporter, GFP fluorescence, 18 h; TGF-beta stimulated, 500 pg/mL final. Potency, µM (titrated, usually from 46.1 µM), without a hit: top-dose activity, negative = inhibition, most hits filed as inhibitors. actives 1.2% (n = 410,000); further: potency means the concentration at half of the fitted maximal effect; on the % scale 0 is the no-effect control and ±100 the full control effect; nearly all actives have a fitted effect of over 65% in size
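Smad-responsive CAGA-GFP expression was quantified in HEPG2 cells exposed to compounds and 500 pg/mL final TGF-beta for 18 h at 37 degrees C; unstimulated wells defined full inhibition.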
CCT chaperon mod: cytosolic chaperonin activity modulation; actives 0.3% (n = 360,000); activity change, % (no concentration beside the values), hits read low; AID 651819; purified chaperonin ATPase assay, HTRF ADP detection, 30 min; in the data active means activity change below about -30%; further: on the % scale 0 is the no-effect control and ±100 the full control effect
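TRiC (40 or 20 nM final, by batch activity) in 30 mM Tris pH 7.4, 100 mM KCl, 5 mM MgCl2, 1 mM DTT was treated with compound at 76 uM single dose, then 10 uM ATP, 30 min at 37 °C. ADP was read by HTRF Transcreener.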
EPAC2 antagonist: blocks human EPAC2 exchange factor; AID 720708; Potency, µM (series often up to 114 µM), for the others: top-dose activity, negative = inhibition, most hits filed as inhibitors; EPAC2 GEF exchange of Rap1B-BODIPY-GDP, fluorescence; actives 0.18% (n = 360,000); further: potency means the concentration at half of the fitted maximal effect; on the % scale 0 is the no-effect control and ±100 the full control effect; nearly all actives have a fitted effect of over 45% in size; many of its hits are not listed in these tables
The depositor's hits bear a star; i = inactive; u = inconclusive; x = no result given; & = joins results of further samples; ! = not confirmed by another sample; [ ] = dose if it differs, or a comment. Unless noted, the call rests on the fitted dose curve; in most records, active means well fitted curve in the direction sought with a large enough effect; inconclusive means small, poorly fitted or top-dose-only effect, or another doubt; inactive means no such curve, though single readings can be large; an effect the other way counts as inactive or inconclusive. Not all compounds are listed. The share of hits here may be higher or lower than overall.

SMILES	EPAC2 agonist	Nrf2 ARE act	pAkt inh	Nrf2 inh	A549 tox	MmCpn inh	TGFb inhibitor	CCT chaperon mod	EPAC2 antagonist
Cc1cc(Br)ccc1OCCOCCN1CCCC1	8%	0.0%	i	-2%	13%	-2%	4%	-0.6	7%
O=C(Nc1ccc(Br)cc1)c1cnccn1	9%	0.7%	i	u	1%	-2%	-10%	-0.2	-1%
CC1CC2C3CCC4=CC(=O)CCC4(C)C3CCC2(C)C1(O)C(=O)CO (centres undefined)	8%	4.3%	i	0.65µM*	-4%	x	25%	0.5	1%
COC(=O)c1csc2c(C(F)(F)F)cc(N3CCN(C(=O)Nc4ccccc4)CC3)nc12	3%	-0.2%	i	-3%	-1%	-2%	-1%	-3.3	7%
O=S(=O)(c1ccc(Br)cc1)c1nc(-c2ccccc2)oc1NCc1cccnc1	15%	-0.4%	i	21µM*	u	1%	u	0.6	-11%
O=C(NCC1CCCO1)NC1(C(F)(F)F)Oc2ccccc2O1 (centres undefined)	4%	16µM*	i	u	u	1%	-28%	0.4	-1%
COC(=O)C1(O)CC(CC(C)C)=NN1C(=O)c1ccccc1 (centres undefined)	2%	3.1%	i	1%	-4%	0%	18%	1.2	-2%
CCc1noc(C)c1C(=O)N1CCN(c2ccc([N+](=O)[O-])cc2)CC1	6%	0.2%	i	x	x	x	-1%	-1.0	-6%
CSc1ccc(CN(C)C(=O)c2cc(Cl)c3c(c2)OCCO3)cc1	17%	0.1%	i	5%	2%	-1%	5%	-7.5	-1%
CCN1C(=O)N(C)[C@@H](c2ccccc2)C(C(C)=O)=C1C	5%	0.0%	i	-6%	1%	x	-5%	-1.7	-9%
Cc1ccc(-c2csc(NC(=O)C3=COCCO3)n2)cc1C	6%	3.0%	i	u	-11%	-14%	u	0.6	-26%
COc1ccccc1CNS(=O)(=O)c1ccc2c(c1)CC(C)N2C(=O)C1CCC1 (centres undefined)	-7%	2.8%&0.2%	i	18µM*	-14%&1%	1%	14µM*	-0.2	-2%
C[C@H](CO)N1C[C@H](C)[C@@H](CN(C)C(=O)c2ccccn2)Oc2cc(Br)ccc2S1(=O)=O	8%	-0.7%	i	x	x	x	0%	-2.4	3%
COc1ccc(NC(=O)COc2ccccc2Cc2ccccc2)cc1S(=O)(=O)N1CCOCC1	6%	13%	i	u	-17%	-6%	u	1.7	-9%
Cc1ccc(CNC(=O)CN2CCCC(C)C2)cc1 (centres undefined)	0%	-0.6%	i	u	17%	1%	15%	0.0	14%[57.1 µM]
CN(C(=O)CSc1nnc(Cc2cccs2)n1C1CC1)C1CCS(=O)(=O)C1 (centres undefined)	9%	0.0%	i	-9%	-8%	1%	-1%	-2.9	6%
c1ccc(N=C(c2cccs2)N2CCOCC2)cc1	16%	0.3%	i	x	-2%	1%	12%	-1.8	-4%
CCC(NC(=O)NNC(N)=S)(C(F)(F)F)C(F)(F)F	15%	0.4%	i	1%	2%	2%	-1%	-3.4	-2%
O=C(NCc1ccccc1)C1=C[C@@H](c2ccc3c(c2)OCO3)C[C@@H](OCCCCO)O1	4%	2.1%	i	-26%	4%	x	-6%	0.3	-7%
COC(=O)c1[nH]c2ccccc2c1NC(=O)c1ccccc1F	-2%	3.3%	i	2%	5%	1%	-1%	1.5	-5%
Cc1cccc(/C=N/NC(=O)NC23CC4CC(CC(C4)C2)C3)n1	-1%	-0.3%	i	u	-2%	-1%	-19%	0.8	4%
CCOc1ccc(N(CC(=O)NC2CCC(C)CC2)S(=O)(=O)c2c(C)noc2C)cc1 (centres undefined)	-10%	-0.6%	i	10%	-1%	0%	3%	-0.2	4%
COc1cc(CN2CCN(Cc3ccc(SC)cc3)CC2)cc(OC)c1O	5%	0.1%	i	15%	2%	3%	-10%	-1.4	-10%
COc1cc(/C=N/NS(=O)(=O)c2ccc3ccccc3c2)ccc1OCc1ccc(C(=O)O)cc1	3%	-2.6%	i	u	-3%	0%	-6%	0.3	u
O=C(Nc1ccccc1)c1[nH]ncc1[N+](=O)[O-]	-12%	6.4%	i	u	-11%	-7%	-6%	-0.5	0%
Cc1ccc(S(=O)(=O)NCCc2c[nH]c3ccccc23)cc1	13%	-0.6%	i	-16%	3%	0%	u	-3.2	-8%
COc1ccccc1CNC(=O)COC(=O)c1c(C)nn(-c2ccccc2)c1Cl	8%	0.1%	i	u	-7%	2%	2%	2.2	-6%
O=C(COC(=O)c1cc(Br)ccc1Cl)NC(=O)NCc1ccccc1	4%	-0.2%	i	-7%	-3%	0%	3%	-2.2	2%
CC(=O)c1cccc(NC(=O)C(C)OC(=O)CCc2nc3ccccc3c(=O)[nH]2)c1 (centres undefined)	4%	0.1%	i	-8%	1%	0%	19%	0.6	16%
Cc1ccc(S(=O)(=O)N/N=C2/CC(=O)CC(C)(C)C2)cc1[N+](=O)[O-]	4%	0.4%	i	-2%	0%	1%	-9%	1.9	6%
Cc1c(C(=O)N2CCCCC2)c(S(=O)(=O)NCc2ccccc2Cl)c(C)n1C	-1%	-0.8%	i	-7%	0%	-6%	15%	12	0%
CN(C(=O)c1cccc(NC(=O)Cc2ccc(NC(=O)C3CCCN(C(=O)C4CCCCC4)C3)cc2)c1)C1CCCCC1 (centres undefined)	-5%	6.7%	i	u	-4%	x	u	-0.2	-12%
COCCCNC(=O)CSc1nc2ccccc2c(=O)n1CCCN1CCCCC1	0%	0.5%	i	5%	-10%	u	22%	-3.8	0%
CC(=O)c1ccc(S(=O)(=O)Nc2cccc(-c3cn4c(n3)SCC4)c2)cc1	13%	1.0%	i	u	9%	1%	-1%	-5.1	-9%
O=C(c1ncn[nH]1)N1CCN(c2nc(-c3ccccc3)cs2)CC1	-5%	3.6%	i	-24%	3%	-1%	-15%	0.1	0%
CC(=O)Nc1cccc(C(=O)NC2CCCc3c2cnn3-c2ccc(C(C)(C)C)cc2)c1 (centres undefined)	1%	-0.2%	i	u	-3%	2%	-30%	0.1	-14%
COc1ccc(Cn2c(=O)oc3ccccc32)cc1F	2%	0.0%	i	-1%	-3%	-4%	-5%	0.3	-2%
COc1cc(NC(C)CCCN)c2ncccc2c1Oc1ccccc1 (centres undefined)	0%	-0.7%	i	15%	3%	-2%	-32%	-0.4	-8%
CSc1ccc(C(=O)N2CCC(n3nccc3NC(=O)C3CC3)CC2)cc1	6%	-0.5%	i	-1%	1%	2%	-12%	-4.9	-4%
Cc1cccc(C)c1NC(=O)CS(=O)CC(=O)NC1CCN(Cc2ccccc2)CC1 (centres undefined)	0%	0.0%	i	-22%	-5%	-2%	-28%	0.1	3%
Cc1cc(Nc2cccc(Cl)c2C)n2ncnc2n1	6%	2.3%	i	-15%	13%	1%	6%	-1.9	6%
Cc1ccc(-c2nc(NC(=O)CSc3nnc(C)s3)ns2)cc1	8%	-0.6%	i	4%	2%	-3%	8%	-1.9	1%
O=C(c1ccc(S(=O)(=O)N2CCCC2)cc1)N(Cc1ccco1)C1CCS(=O)(=O)C1 (centres undefined)	9%	0.1%	i	0%	0%	-1%	1%	0.4	-1%
COc1ccc(C(=O)N/N=C/C(Br)=C/c2ccccc2)cc1	22%	16µM*	i	-13%	-4%	0%	6%	-1.3	-5%
CCSc1ccccc1C(=O)Nc1cc(C)on1	3%	-0.7%	i	9%	4%	-12%	2%	0.5	7%
CCN(C(=O)C1CCCN(c2ncnc3c2nc2n3CCCCC2)C1)c1cccc(Cl)c1 (centres undefined)	1%	2.3%&0.2%	x	15µM*!	0%&-11%	1%	u	-2.0	-16%
COc1ccc(NC(=O)CSc2nnc(-c3ccncc3)n2C)cc1	2%	-0.9%	i	-6%	4%	-1%	-4%	-0.2	-1%
O=C(c1ccc(F)cc1)C1CCN(C(=O)N2CCOCC2)CC1	5%	-0.6%	x	x	-4%	-11%	-16%	-1.7	-2%
CCn1nc(C(=O)OCC(=O)NC(C)C)c2ccccc2c1=O	6%	-0.2%	i	3%	0%	2%	16%	-3.1	2%
C[C@@H](c1ccccc1)N1C[C@H](COCc2ccccc2)Oc2cc(N3CC[C@H](N(C)C)C3)ccc2S1(=O)=O	23%	7.4%	i	x	x	x	x	0.5	-11%
O=C(NC(=S)Nc1ccc(N2CCCCC2)cc1)c1cccs1	22%	1.4%	i	u	9%	1%	u	-2.7	-2%
COC(=O)c1ccc2c(=O)[nH]c(COC(=O)c3cccc(S(=O)(=O)N4CCOCC4)c3)nc2c1	2%	0.5%	i	-5%	-1%	0%	-1%	-0.7	2%
COc1ccc(Cn2ccn(CC(=O)Nc3cc(C)ccc3C)c(=O)c2=O)cc1	x	-0.5%	x	u	-21%	x	-17%	x	x
Cc1nnc(NC(=O)c2ccc3c(c2)C(=O)N(CC2CCCO2)C3=O)s1 (centres undefined)	3%	0.5%	i	23%	3%	0%	0%	-3.2	0%

Full records as entered above. Screens in order: EPAC2 agonist | Nrf2 ARE act | pAkt inh | Nrf2 inh | A549 tox | MmCpn inh | TGFb inhibitor | CCT chaperon mod | EPAC2 antagonist
CCn1nc(C(=O)OCC(=O)NC(C)C)c2ccccc2c1=O is listed with 6% | -0.2% | i | 3% | 0% | 2% | 16% | -3.1 | 2%
O=C(NC(=S)Nc1ccc(N2CCCCC2)cc1)c1cccs1 is listed with 22% | 1.4% | i | u | 9% | 1% | u | -2.7 | -2%
Cc1nnc(NC(=O)c2ccc3c(c2)C(=O)N(CC2CCCO2)C3=O)s1 (centres undefined) is listed with 3% | 0.5% | i | 23% | 3% | 0% | 0% | -3.2 | 0%
C[C@@H](c1ccccc1)N1C[C@H](COCc2ccccc2)Oc2cc(N3CC[C@H](N(C)C)C3)ccc2S1(=O)=O is listed with 23% | 7.4% | i | x | x | x | x | 0.5 | -11%
